Bioassay records: PubChem BioAssay, several laboratories
HSP90 inh: HSP90 refolding inhibition in rabbit reticulocyte lysate. luciferase refolding luminescence, 3 h. inhibition, % at 5.6 µM. 290,000 tested, 0.91% active. AID 1789;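 active = inhibition above the screen-wide mean plus 3 SD, computed separately per campaign, cut at about 16% in these data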;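 note: 0% = DMSO wells and 100% = 60 µM geldanamycin wells; inhibitors lower the luminescence because luciferase stays unfolded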
AI-2 QS modul: modulators of Vibrio harveyi AI-2 quorum sensing system | Vibrio harveyi JMH597 AI-2 luminescence/OD600 ratio, 9 h; hits give low values; strain lacks LuxN and CqsS sensors; 0 = neutral-control median | activity change, % at 7.5 µM | 300,000 tested, 0.4% active; in the data active = activity change below about -75%, passing the limit was not always enough;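 note: luminescence divided by OD600 gain over 9 h not by final OD600 alone; inactives centre near 13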
HSF1 activator: increases HSF-1 driven luciferase reporter signal | NIH3T3-HGL HSF-1 luciferase reporter, MG132, 8 h; 100% = twice DMSO control signal | AID 504408 | activation, % at 9 µM | 300,000 tested, 1.7% active;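 active = mean replicate activation of at least 50% with a set share of replicates each reaching 50%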;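 note: 0% = median of the neutral control wells and 100% = twice that signal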
IEC-6 cytotox: counter-screen for KLF5 inhibitors: cytotoxicity in IEC-6 cells; IEC-6 cytotoxicity, luminescence viability; inhibition, % at 5 µM; 290,000 tested, 0.78% active; AID 1825; in the data active = inhibition above about 22%;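 note: 0% = plate median of test compound wells and 100% = cytotoxic reference compound wells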
KLF5 inhibitor: kruppel-like factor 5 inhibition | inhibition, % at 5 µM | DLD-1 KLF5 promoter-luciferase reporter, luminescence | 290,000 tested, 0.23% active;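 active = inhibition above a per-plate limit of that plate's mean compound inhibition plus 3 SD, cut at about 60% in these data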;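 note: 0% = DMSO wells and 100% = LY294002 at 200 µM; higher means less KLF5 promoter-driven luciferase light; inactives centre near -14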
aSyn UTR inh: MLPCN primary screen, SNCA 5' untranslated region. alpha-synuclein 5'UTR reporter, inhibitor activity. inhibition, % (tested at 7.5 µM). 300,000 tested, 0.82% active. AID 1813; in the data active = inhibition above about 60%;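 note: H4 neuroglioblastoma cells stably carrying SNCA 5'UTR luciferase fusion; 0% = DMSO wells and 100% = positive control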
GSK3B inh: blocks human GSK3beta kinase activity. GST-GSK3beta kinase, ADP-Glo luminescence, 60 min; hits give low values. activity score (negative = inhibition), % at 10 µM. 300,000 tested, 0.038% active. AID 2097;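 active = more than half of replicate wells score below -50%, meaning over 50% inhibition versus plate controls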;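 note: 0% = median DMSO wells and -100% = median GW8510 positive control wells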
Target sequence (P49841 whole entry, looked up): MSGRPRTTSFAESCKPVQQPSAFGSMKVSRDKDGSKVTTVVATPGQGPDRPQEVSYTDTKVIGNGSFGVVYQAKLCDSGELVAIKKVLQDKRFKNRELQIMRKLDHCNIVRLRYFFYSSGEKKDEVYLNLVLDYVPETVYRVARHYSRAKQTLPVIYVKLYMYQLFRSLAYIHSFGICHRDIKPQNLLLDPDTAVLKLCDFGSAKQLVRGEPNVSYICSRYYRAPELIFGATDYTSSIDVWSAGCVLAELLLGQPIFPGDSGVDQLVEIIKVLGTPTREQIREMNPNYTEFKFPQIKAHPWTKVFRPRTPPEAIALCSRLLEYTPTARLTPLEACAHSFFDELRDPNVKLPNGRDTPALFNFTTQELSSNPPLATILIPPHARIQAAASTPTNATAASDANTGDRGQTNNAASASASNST
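Assay system: GST-fused GSK3beta enzyme, cell-free / Medium: Tris pH 7.5 buffer with MgCl2, DTT, BSA, heparin / Also added: peptide substrate plus 25 µM ATP (final) / Compound: 10 µM single point / Timing: kinase reaction with compound 60 min at room temperature / Detection: ADP-Glo luminescence / Benchmarks: DMSO neutral wells and GW8510 at 20 µM as positive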
HIF activator: HIF pathway transcriptional activation. U2OS HRE-luciferase reporter, luminescence; normalized: DMSO 0%, desferrioxamine 100%. activation, % at 7.5 µM (by protocol). 300,000 tested, 0.32% active. AID 1910;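 active = mean activation of at least 10% of the iron chelator positive control signal, with at least half of replicates also reaching 10%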
GSK3 alpha inh: blocks human GSK-3 alpha kinase; ADP-Glo luminescence, 60 min; AID 2650; inhibition, % at 10 µM; P49840; 320,000 tested, 0.1% active;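 in the data active = inhibition above about 50%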;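 note: GST-tagged GSK-3 alpha with peptide substrate and 25 µM ATP; 0% = DMSO neutral wells and 100% = GW8510 positive control wells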
Target sequence (P49840 whole entry, looked up): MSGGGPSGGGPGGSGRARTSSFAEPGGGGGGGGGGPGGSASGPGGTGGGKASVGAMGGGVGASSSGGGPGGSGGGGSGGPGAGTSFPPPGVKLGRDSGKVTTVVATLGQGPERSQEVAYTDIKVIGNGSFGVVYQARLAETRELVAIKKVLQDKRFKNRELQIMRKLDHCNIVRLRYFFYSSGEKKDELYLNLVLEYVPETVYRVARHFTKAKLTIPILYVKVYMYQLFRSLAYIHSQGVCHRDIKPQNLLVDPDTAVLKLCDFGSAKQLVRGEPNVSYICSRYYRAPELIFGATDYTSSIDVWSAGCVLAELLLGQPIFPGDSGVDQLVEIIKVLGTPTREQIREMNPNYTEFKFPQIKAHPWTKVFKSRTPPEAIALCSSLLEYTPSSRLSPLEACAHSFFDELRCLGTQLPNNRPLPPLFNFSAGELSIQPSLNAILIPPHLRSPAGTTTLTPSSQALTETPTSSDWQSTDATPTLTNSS
HSF1 inhib: HSF1 inhibition. NIH3T3-HGL HSE-luciferase, MG132-induced, luminescence 8 h; hits give low values. activity change, negative = inhibition, % at 7.5 µM (by protocol). 300,000 tested, 0.77% active;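 active = more than half of replicate wells show activity change below -50%, luminescence cut by over half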;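 note: luciferase reports HSF-1 transcriptional activity via heat shock element; 0% = median of DMSO wells and -100% = zero luminescence signal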
An asterisk follows results filed as active; x = not tested or not shown.

SMILES	HSP90 inh	AI-2 QS modul	HSF1 activator	IEC-6 cytotox	KLF5 inhibitor	aSyn UTR inh	GSK3B inh	HIF activator	GSK3 alpha inh	HSF1 inhib
CC1CCc2cc(F)ccc2N1C(=O)CSc1nnc2c3ccccc3n(C)c2n1 (centres undefined)	0	16	-32	4	14	19	8	x	-2	-23
O=C(Nc1cccc(C2OCCCO2)c1)c1cccs1	-3	18	-4	-2	-12	1	1	0.4	-2	-1
COc1ccc(Cn2c(C)ccc2C)cc1	1	7	-36	4	-8	-7	-1	0.5	-3	-23
CCCNC(=O)C1CCC(CNS(=O)(=O)c2ccc3c(c2)CC(C)N3C(C)=O)CC1 (centres undefined)	2	41	15	-3	-40	-5	3	0.4	0	14
COCCCNc1cc(C)nc2ccccc12	2	7	-13	0	-6	12	-4	-1.8	0	-5
O=C(CN1CCCC1)Nc1nnc(-c2cccs2)s1	-7	35	11	-2	-35	-118	1	0.6	2	7
Cc1ccc(-c2nn(CCC#N)cc2C=C(C#N)C#N)cc1	-2	-6	6	0	-20	7	0	-0.3	-4	-6
CCn1c(N2CCN(CC(=O)c3c(C)n(C)c4ccccc34)CC2)nc2c1c(=O)[nH]c(=O)n2C	1	21	-7	2	-2	29	1	-0.1	-2	0
CCN(CC)S(=O)(=O)c1ccc(NS(=O)(=O)c2ccc(O)c([N+](=O)[O-])c2)cc1	-4	2	9	-2	-9	-9	-1	0.0	-2	-3
COc1ccc(CSCCNC(=S)Nc2ccccc2)cc1Cl	0	2	26	5	-17	9	0	0.4	-1	22
CCN(CC)C(=O)C(=O)c1ccn(-c2c(C)csc2C(=O)OC)c1	-2	6	-20	-5	-7	-7	-2	0.0	-1	-5
COc1ccc(N=C2SCC(=O)N2Cc2ccccc2)cc1	3	34	4	-3	-5	28	0	0.0	1	-1
COc1cc(C(=O)NC23CC4CC(CC(C4)C2)C3)cc(OC)c1OC	-1	10	2	1	-46	-15	-2	0.3	0	-1
Cc1cc(C(=O)N/N=C2\CC(=O)CC(C)(C)C2)c2ccccc2n1	1	11	-6	0	-10	18	3	0.2	-2	0
Cc1[nH]nc2ncc(C(=O)c3cc(Cl)cc(Cl)c3O)cc12	-1	17	-14	-2	-61	-8	-4	-1.0	-3	-6
COc1cc(/C=N/Nc2ccc(C(=O)O)cc2)ccc1O	38*	-18	-35	2	-28	-20	-1	-1.0	1	-25
Cc1ccc(S(=O)(=O)N2CCN(S(=O)(=O)c3cccs3)CC2)cc1	-1	8	-9	-2	-14	-9	0	-1.1	-1	-1
CCCCN(CC)Cc1ccc(CNC(=O)Nc2ccc(F)cc2)o1	3	18	2	9	2	43	2	-0.2	0	-2
OC(COCCOc1ccc(Br)cc1)CN1CCN(Cc2ccccc2)CC1 (centres undefined)	5	32	-2	6	18	16	1	0.0	-1	1
O=C(O)CSCC(=O)NCc1ccccc1Cl	0	-1	-5	-2	2	-4	-16	-0.1	-2	-9
O=C(CCl)Nc1nc(-c2ccco2)c(-c2ccco2)s1	7	0	3	-6	13	-1	2	-0.7	7	0
Cc1ccc(C)c(OCCCN2CCCC2)c1	1	-2	-4	-1	-42	-5	22	0.2	-2	-9
CCCNc1nc(C)cc(-c2cc(C(=O)NC3CCCC3)on2)n1	x	4	-8	x	x	15	3	-0.7	-2	-2
CC(C)Oc1ccccc1/C=N/NC(=O)C1CCCC1	-5	19	-15	-12	-25	12	5	0.7	0	-10
Cc1ccc(SCC(=O)Nc2nncs2)cc1	x	34	-3	x	x	13	4	-0.3	5	6
Next part.
SMILES	HSP90 inh	AI-2 QS modul	HSF1 activator	IEC-6 cytotox	KLF5 inhibitor	aSyn UTR inh	GSK3B inh	HIF activator	GSK3 alpha inh	HSF1 inhib
O=C(NC(=O)c1ccc(Cl)cc1)OC1CCCCC1	2	12	13	-1	-12	-91	0	x	x	23
CN1/C(=N\O)c2cccc3cccc1c23	4	23	15	-1	-1	-16	-2	0.0	x	10
CCOC(=O)c1ccccc1NC(=O)c1ccc2nccnc2c1	7	-23	24	1	-11	14	-4	-22	-2	0
CCN(CC)c1ccc(NC(=O)CN2CCN(CC(=O)Nc3ccc(OC)cc3)CC2)cc1	-2	38	6	-8	-37	28	-1	-2.0	0	5
CCC(C)NC(C(=O)Nc1ccc(Cl)c([N+](=O)[O-])c1)c1ccccc1 (centres undefined)	4	9	-11	10	2	1	0	-0.1	-1	13
O=C(Nc1cccc(Cl)c1)c1ccc(-n2cncn2)c([N+](=O)[O-])c1	-2	7	-11	5	-30	1	0	0.0	4	-7
Nc1nnc(SCc2ccc([N+](=O)[O-])cc2)s1	-6	-15	17	-3	-17	-34	3	0.3	1	6
CC(=O)Oc1ccc(N2C(=O)C3C4C=CC(CC4)C3C2=O)cc1[N+](=O)[O-] (centres undefined)	1	12	3	-2	-5	-8	1	0.1	2	-9
O=C1N=C(N2CCOCC2)S/C1=C\c1ccncc1	-1	19	-15	-9	8	20	2	0.0	0	-9
COc1cccc(NC(=O)c2ccc(S(=O)(=O)N(C)C)cc2)c1	4	15	14	4	-11	-39	-3	0.3	-1	11
N#C/C(C(=O)NCc1ccco1)=C1/SC(Cc2ccc(F)cc2)C(=O)N1c1ccccc1 (centres undefined)	8	34	x	-4	0	x	0	x	1	x
Cc1ccc(C(C)(C)NC(=O)C2CCC(=O)N(C3CCCCCC3)C2)cc1 (centres undefined)	-1	3	45	-11	-111	-147	-2	3.1	0	18
Cc1ccc(-n2c(SCC(=O)Nc3cccc(C)c3)nc3c(oc4ccccc43)c2=O)cc1	2	11	2	-1	9	31	2	-0.1	1	-2
c1ccc(Cn2ccc(-c3cnc(-c4ccccc4)s3)n2)cc1	1	7	74*	-1	-176	-106	2	2.2	-1	36
CCCN1CCN(CCCNC(=O)c2cc3c(s2)-c2c(C)cccc2OC3)CC1	2	11	-19	10	-29	8	0	1.5	2	2
Cc1ccccc1N1CCN(C(=S)c2ccc(-c3ccc([N+](=O)[O-])cc3)o2)CC1	2	6	14	-2	-26	-8	0	-0.4	0	-2
CC1CN(c2ccc(Cl)cc2[N+](=O)[O-])CCN1S(C)(=O)=O (centres undefined)	-4	13	5	2	1	2	3	-0.2	3	2
S=c1nc(-c2ccc(Br)cc2)oc2c1CCCC2	-2	7	22	8	-67	-184	0	-12	4	9
OCCC1CN(Cc2ccc(F)cc2Cl)CCN1CCc1ccccc1 (centres undefined)	2	13	-7	2	-4	1	-2	0.2	-2	-5
COc1cccc(NC(=S)N(Cc2cccc(Br)c2)CC2CCC(C(=O)O)CC2)c1 (centres undefined)	-3	8	2	1	-8	3	5	2.3	-1	12
NC(=O)c1cc(-c2ccccc2)sc1NC(=O)CN1CCCCC1	4	-1	12	8	-33	-16	-1	0.2	-1	5
O=C(NNC(=O)c1ccccc1Br)c1ccc(SCC2CCCO2)c([N+](=O)[O-])c1 (centres undefined)	-1	31	-12	0	-5	-9	1	-0.5	x	-2
O=C(CSc1nnc(CCCOc2ccc(Cl)cc2Cl)o1)Nc1ccc(C(=O)O)cc1	-3	26	6	-2	-17	2	0	0.1	-1	2
CC(C)N(Cc1nc(-c2ccccc2)no1)C(=O)CN(C)S(=O)(=O)c1ccc(Br)cc1	3	13	3	-6	-13	28	2	-0.1	-1	-3
CSCC(C)N1CCC(n2nccc2NC(=O)CCc2ccccc2)CC1 (centres undefined)	0	19	16	-2	10	-6	2	0.5	x	-4
The list continues:
SMILES	HSP90 inh	AI-2 QS modul	HSF1 activator	IEC-6 cytotox	KLF5 inhibitor	aSyn UTR inh	GSK3B inh	HIF activator	GSK3 alpha inh	HSF1 inhib
Cc1ccc(OCC(O)Cn2c(=N)n(CCN3CCOCC3)c3ccccc32)cc1 (centres undefined)	-1	-7	3	-5	-32	-3	2	1.6	1	-2
CS(=O)(=O)N1CCc2cc(C(=O)Nc3cccc([N+](=O)[O-])c3)ccc21	0	-9	26	2	-19	-54	-1	-0.6	-1	3
O=C(NCc1ccc2c(c1)OCO2)c1nc(Cn2ccc([N+](=O)[O-])n2)no1	-1	21	-8	-1	-12	18	2	0.0	-1	-1
O=c1ccc2cc([N+](=O)[O-])c(CCO)cc2o1	-1	19	-17	0	-21	-15	4	-2.5	2	-9
COc1ccc(N(CC(=O)N2CCc3ccccc32)S(=O)(=O)c2c(C)nn(C)c2C)cc1	-4	12	11	-2	-25	19	2	0.4	-2	15
Cc1ccc(S(=O)(=O)/N=C2\C(=O)c3ccccc3C([O-])=C2n2cc[n+](CCC(C)C)c2)cc1	-2	4	4	-1	3	4	2	-0.3	-2	7
Cc1ccc(C(=O)NNC(=O)c2ccccc2-n2cccc2)cc1	0	22	23	2	4	12	3	-0.2	0	11
CC(C)c1c(C(=O)N/N=C/c2ccsc2)nnn1-c1nonc1N	-2	17	0	4	-8	-10	-2	-0.1	3	6
CSc1ccccc1C(=O)NCc1ccc(C)cc1	1	7	11	-5	-20	6	-2	0.4	-8	-2
O=C1CC(c2ccccc2)Cc2nc3ncnn3cc21 (centres undefined)	4	6	-2	5	53	-3	2	3.9	-1	2
CCc1ccccc1NC(=O)c1nnn(CC(=O)Nc2cccc(C)c2C)c1N	4	29	-7	11	-6	9	-2	-46	4	0
CCOc1ccccc1NC(=O)NC(=O)N(C)S(=O)(=O)c1ccc(C)cc1	0	43	-4	7	-1	14	0	-0.2	0	-3
Nc1nc(NCc2ccco2)nc(Nc2ccccc2)c1[N+](=O)[O-]	0	11	18	-7	-19	25	5	0.1	0	-3
CCCCCCCCN1[C@@H](CC(=O)O)c2ccc(C(F)(F)F)cc2S1(=O)=O	x	19	2	x	x	-15	-4	-1.7	-9	5
O=C(O)CCCCCNC(=O)OCC1c2ccccc2-c2ccccc21	-3	16	3	-6	-37	7	0	-0.4	-3	-9
CCOc1ccc(/C=C/C(=O)Nc2ccc(OC)cc2[N+](=O)[O-])cc1	1	20	-9	-5	-27	-40	-1	0.5	-4	-10
CNS(=O)(=O)c1cccc(C(=O)NCC2(N3CCOCC3)CCCCC2)c1	-4	25	-13	-3	-47	8	-2	0.2	1	1
COc1ccc(OC)c(C(=O)NC(CC(N)=O)c2ccc(NCc3ccccn3)c([N+](=O)[O-])c2)c1 (centres undefined)	-5	7	-2	-2	15	-14	2	-0.5	1	-1
COc1ccc(NC(=O)CCCc2nnc3n(C)c(=O)c4sccc4n23)cc1	-2	11	-1	2	-23	16	2	0.1	-1	-3
CCOC(=O)CC1C(=O)NCCN1S(=O)(=O)c1ccc(Cl)cc1 (centres undefined)	2	0	-6	-3	-12	13	-2	-0.4	-1	-6
O=C(Cn1cnc2c(nnn2-c2ccccc2)c1=O)N1CCCc2ccccc21	-2	7	11	0	13	31	5	-0.5	-2	-1

Complete entries from above. Values in the order: HSP90 inh, AI-2 QS modul, HSF1 activator, IEC-6 cytotox, KLF5 inhibitor, aSyn UTR inh, GSK3B inh, HIF activator, GSK3 alpha inh, HSF1 inhib
CCc1ccccc1NC(=O)c1nnn(CC(=O)Nc2cccc(C)c2C)c1N across the screens: 4, 29, -7, 11, -6, 9, -2, -46, 4, 0
O=C1CC(c2ccccc2)Cc2nc3ncnn3cc21 (centres undefined) across the screens: 4, 6, -2, 5, 53, -3, 2, 3.9, -1, 2
